ADAM10 inh: inhibits human ADAM10; recombinant ADAM10, EDANS/DABCYL FRET peptide cleavage, 3 h; inhibition, % at 7 µM; hit rate 0.62% among 370,000; AID 720582;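 active means inhibition above a per-campaign cutoff equal to the mean of compounds falling between control-based bounds plus 3 SD, cut at about 20% in these data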;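 further: 0% = DMSO wells while the 100% control is not disclosed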
ASAP1 GAP inh: inhibitors of human ASAP1 ArfGAP activity | AID 624377 | ASAP1-stimulated ARF1 GTP hydrolysis, GDP FP detection | hit rate 0.19% among 360,000 | inhibition, % at 16.5 µM | Q9ULH1; in the data active means inhibition above about 25%;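 further: 0% = vehicle with enzyme and substrate and 100% = no enzyme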
LEDGF integ inh: blocks HIV-1 LEDGF/p75-dependent DNA integration; TR-FRET IN-LEDGF/p75 DNA integration, Eu/Cy5; hit rate 0.64% among 370,000; inhibition, % at 3.7 µM; AID 743269;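 active means inhibition above the screen-wide mean plus 3 SD, cut at about 13% in these data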;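 further: signal is the Cy5 over europium emission ratio at 671 and 618 nm; 0% = plate median of compound wells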
ARFGAP1 inhibitor: inhibits rat ARF GTPase activating protein 1; Arfgap1-stimulated ARF1 GTP hydrolysis, GDP FP detection; inhibition, % at 16.5 µM; AID 651572; hit rate 0.26% among 360,000; Q62848;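 active means inhibition above a per-plate limit, mean inhibition of low control wells plus 3 SD, cut at about 25% in these data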;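 further: 0% = DMSO wells with enzyme and 100% = wells lacking Arfgap1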
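Replicates: Single well per compound | Assay system: Truncated rat Arfgap1 GAP domain | Control set: No-Arfgap1 wells (100%) versus DMSO full-reaction wells (0%) | Times: Enzyme reaction 120 min at 25 °C after 20 min preincubation | Reagent: Human ARF1(Δ1-17)-GTP substrate | Measured by: Tracer-displacement fluorescence polarization with EDTA stop, 620/688 nm | Measure: Percent inhibition of Arfgap1-stimulated GTP hydrolysis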
DDE Tn6 FP inh: DD(E)-Tn6 binding inhibition, primary FP screen; P02675; Fibrin DD(E) TRITC-Tn6 fluorescence polarization displacement; inhibition, % at 8.3 µM; hit rate 0.21% among 370,000;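 active means inhibition above a per-campaign cutoff: mean of compounds within control limits plus 3 SD, cut at about 15% in these data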;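 further: 0% = median of all compound wells on the plate and 100% = blocking peptide control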
Target sequence (P02675 whole entry, looked up): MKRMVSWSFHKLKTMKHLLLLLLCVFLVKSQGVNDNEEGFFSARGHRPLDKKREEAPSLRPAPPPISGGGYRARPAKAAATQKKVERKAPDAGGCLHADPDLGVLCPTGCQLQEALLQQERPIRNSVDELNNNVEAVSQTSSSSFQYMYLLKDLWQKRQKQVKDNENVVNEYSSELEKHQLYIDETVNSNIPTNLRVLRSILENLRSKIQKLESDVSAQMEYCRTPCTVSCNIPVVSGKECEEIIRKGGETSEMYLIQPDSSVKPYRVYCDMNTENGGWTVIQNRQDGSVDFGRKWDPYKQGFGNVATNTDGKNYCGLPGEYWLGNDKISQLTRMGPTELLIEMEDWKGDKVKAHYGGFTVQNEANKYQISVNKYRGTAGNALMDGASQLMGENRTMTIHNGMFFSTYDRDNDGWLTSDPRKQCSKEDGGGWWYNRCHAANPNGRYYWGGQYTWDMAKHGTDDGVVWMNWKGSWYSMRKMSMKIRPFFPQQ
TDP2 absorb: blocks human TDP2 phosphodiesterase activity | recombinant TDP2, T5PNP hydrolysis, p-nitrophenol absorbance 415 nm | AID 720702 | O95551 | hit rate 0.34% among 370,000 | inhibition, % at 12.8 µM;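 active means inhibition above the mean of all tested compounds plus 3 SD, set per campaign, cut at about 25% in these data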;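 further: 0% = DMSO with enzyme and 100% = buffer with substrate but no TDP2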
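Read-out basis: percent inhibition. System: recombinant human TDP2. Buffer or medium: Mg2+-containing Tris-HCl buffer, pH 7.5. Repeats: single replicate. Timing: reaction 2 h, 37 °C. Benchmarks: high control without enzyme, low control DMSO plus TDP2. Probe or stimulus: 5 mM T5PNP. Doses: 12.8 µM only. Measured by: epi absorbance of p-nitrophenol freed from T5PNP by hydrolysis.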
DDE Tn7 FP inh: DD(E)-Tn7 binding inhibition, primary FP screen | AID 720508 | FP displacement of FITC-Tn7 peptide from fibrin DD(E); 0% = median of compound wells per plate | hit rate 0.13% among 370,000 | inhibition, % at 8.3 µM;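 active means inhibition above the mean of compounds falling within the control limits plus 3 SD of them, cut at about 14% in these data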;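 further: 0% = plate median of compound wells and 100% = 10 µM Aha-Tn7 peptide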
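System: human fibrin DD(E); quantity: Fibrin-DD(E) at 2 µM final; also added: fluorescent Tn7 probe at 0.1 µM; compound dosing: single nominal test concentration of 8.3 µM per compound; schedule: 10 min preincubation, 3 h with tracer, room temperature; detection: fluorescence polarization of the labelled Tn7 tracer; repeats: one replicate per compound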
ADAM17 inh: inhibitors of human ADAM17. inhibition, % at 6.95 µM. AID 720648. hit rate 0.83% among 370,000. P78536. recombinant ADAM17, EDANS/DABCYL FRET peptide cleavage;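 active means inhibition above the mean of compounds lying between control limits plus 3 SD, set per campaign, cut at about 8.5% in these data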;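 further: 0% = DMSO-only wells as the low control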
Target sequence (P78536 215-824 limits assumed): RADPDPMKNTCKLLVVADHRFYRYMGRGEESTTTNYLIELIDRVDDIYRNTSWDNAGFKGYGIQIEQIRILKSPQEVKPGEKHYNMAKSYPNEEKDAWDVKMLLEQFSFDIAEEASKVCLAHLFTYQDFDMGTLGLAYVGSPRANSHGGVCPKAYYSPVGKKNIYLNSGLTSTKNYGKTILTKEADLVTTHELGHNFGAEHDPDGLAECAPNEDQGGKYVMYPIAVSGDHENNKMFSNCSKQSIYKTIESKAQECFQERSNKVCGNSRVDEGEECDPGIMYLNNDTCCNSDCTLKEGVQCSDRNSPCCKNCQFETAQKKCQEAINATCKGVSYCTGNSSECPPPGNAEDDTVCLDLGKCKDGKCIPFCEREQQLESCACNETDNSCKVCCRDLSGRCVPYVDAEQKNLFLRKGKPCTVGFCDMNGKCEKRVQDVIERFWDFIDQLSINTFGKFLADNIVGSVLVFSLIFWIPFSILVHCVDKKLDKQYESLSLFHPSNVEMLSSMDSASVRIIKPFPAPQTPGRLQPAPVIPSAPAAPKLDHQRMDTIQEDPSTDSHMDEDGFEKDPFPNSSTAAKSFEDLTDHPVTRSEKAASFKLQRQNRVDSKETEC
proKLK7 act: activates the human kallikrein-7 zymogen. P49862. activation, % at 7 µM. purified proKLK7, EDANS-DABCYL substrate fluorescence; 100% is mature enzyme control, 0% vehicle. hit rate 0.9% among 370,000;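 active means activation above the mean of all tested compounds plus 3 SD, computed per campaign excluding outliers beyond control limits, cut at about 13% in these data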
PLC-gamma1 inh: inhibitors of human phospholipase C gamma1. inhibition, % at 12.2 µM. hit rate 0.84% among 370,000. P19174. purified PLC-gamma1, fluorogenic substrate, fluorescence. AID 720700; in the data active means inhibition above about 9.5%
An asterisk follows results filed as active; . = no result given.

SMILES	ADAM10 inh	ASAP1 GAP inh	LEDGF integ inh	ARFGAP1 inhibitor	DDE Tn6 FP inh	TDP2 absorb	DDE Tn7 FP inh	ADAM17 inh	proKLK7 act	PLC-gamma1 inh
CC1Cc2ccccc2N1C(=O)c1ccc(Br)o1 (configuration not stated)	2	10	4	-2	9	5	-9	4	-0.3	3
Cc1ccc(S(=O)(=O)N2C[C@H]3C(=O)C[C@@H](c4ccccc4F)N(S(=O)(=O)c4ccc(C)cc4)[C@H]3C[C@H]2c2ccccc2F)cc1	9	-2	-4	8	-8	-6	2	5	0.0	-1
CNC(=O)C(=O)NCC(c1cccs1)S(=O)(=O)c1ccc(C)cc1 (configuration not stated)	-7	6	2	8	-4	-11	0	-7	0.0	3
Cc1nc2ccc(NC(=O)c3ccc(F)cc3F)cc2c(=O)[nH]1	-46	.	2	.	-4	2	-4	-11	0.1	-7
CCCCN(C(=O)c1cnc(C)cn1)c1c(N)n(CCC)c(=O)[nH]c1=O	-20	4	-3	-6	-2	5	5	-1	0.6	4
CSc1ncccc1C(=O)OCc1ccccc1	2	-4	0	12	11	14	0	-2	0.6	4
COc1cccc(C2C([N+](=O)[O-])=C(N)Oc3cc(C)oc(=O)c32)c1 (configuration not stated)	1	17	1	-4	-3	9	3	1	0.3	-2
CCOc1ccc(CN2CCNC(=O)C2CC(=O)N(C)Cc2nonc2C)cc1 (configuration not stated)	-3	5	4	8	3	9	2	1	0.1	-2
COc1ccc(S(=O)(=O)N2CCC(=O)N2)cc1	6	-16	-4	-4	9	-8	-3	-5	-0.1	-3
Cc1c(C=N)c(O)n(C)c(=O)c1C#N	-8	1	5	3	10	-8	-4	-3	-0.1	0
c1ccc(CNCc2ccco2)cc1	3	2	-1	7	3	14	-1	-1	-0.8	1
CC(C)Oc1ccc(C(CCN)C2CCCCC2)cc1 (configuration not stated)	-2	3	2	9	-2	1	4	-1	0.1	12*
COc1ccc(OCC(O)CNS(=O)(=O)c2cccs2)cc1 (configuration not stated)	-1	-1	-1	12	-1	10	1	-3	0.2	3
Cc1c(C(=O)NCCN(C)C)oc2ccc(S(=O)(=O)N3CCCC3)cc12	-12	-6	0	1	-6	0	-2	-2	-0.4	3
Cc1ccc(NC(=S)NNC(=S)Nc2ccc(C)cc2)cc1	-12	-1	-6	1	0	6	2	-3	0.5	6
Cc1ccc(CNc2ncnc(N)c2[N+](=O)[O-])cc1	0	-5	7	7	0	4	1	0	0.5	0
CC(C)N(C(=O)c1ccc(-c2ccccc2F)cc1)C(C)C	-1	-23	0	-8	-6	0	1	-2	0.5	2
CCOc1ccc(-n2c(O)c(/C=N/Nc3nc(C)cc(C)n3)c3ccccc3c2=O)cc1	-105	-10	-3	-3	4	-20	6	-40	-1.4	-95
COC(=O)c1ccc(NC(=O)c2cccc(C)c2)cc1	-10	3	-6	-6	-2	-9	-4	3	-0.6	1
CCn1c(CNc2ccc(Cl)cc2)nnc1SCc1ccc(C)cc1	4	7	-1	11	-3	-3	-1	1	-0.3	6
Cc1cccc(C2CC(c3ccc(F)cc3)Nc3nc(N)nn32)c1 (configuration not stated)	-15	11	1	9	0	2	0	-4	0.7	1
Cc1cc(S(=O)(=O)Nc2c(C(=O)O)[nH]c3ccccc23)ccc1F	3	-10	0	21	-3	16	-3	-3	0.8	-1
CC(=O)c1ccc(NC(=O)c2ccc(CNc3c(N4CCCC4)c(=O)c3=O)cc2)cc1	6	-5	2	13	-9	2	-3	-5	0.0	6
COc1ccc(S(=O)(=O)NC(C)C(=O)NCc2cccnc2)cc1C (configuration not stated)	-15	-3	-1	5	0	3	-2	0	-0.3	-2
Cc1ccc2nc(-c3ccc4c(c3)OCCO4)cc(C(=O)O)c2c1	-20	9	2	4	-2	-12	-9	-1	0.1	-88
O=C1NCN(c2ccccc2)C12CCN(CCCC(c1ccc(F)cc1)c1ccc(F)cc1)CC2	-1	-2	-3	15	-9	3	-3	-1	0.1	7
COc1ccc(C(=O)CCS(=O)(=O)c2ccc(F)cc2)cc1OC	-2	1	-1	11	-1	10	-4	1	0.2	0
Clc1cc2nc[nH]c2cc1Cl	-3	-6	-3	11	0	13	-6	-2	0.2	0
CC(C)[C@H](NC(=O)c1cc2cc(Cl)ccc2n1C)C(=O)N1CCC(C(=O)O)CC1	-10	6	-3	-5	-3	-4	2	-7	-0.4	-4
O=c1c2c3c(sc2[nH]c(=S)n1Cc1ccco1)CCC3	-19	-9	2	-5	-6	2	-4	-1	0.3	-4
CC(C)c1nnc(NC(=O)C2CCCN2C(=O)Nc2ccccc2)s1 (configuration not stated)	-1	3	3	-1	-3	5	-1	-2	0.2	1
CCN1CCN(S(=O)(=O)c2ccc(Cl)c(C(=O)Nc3ccccc3N3CCCC3)c2)CC1	0	0	0	13	-7	-6	5	0	-0.5	-1
C=CCN1C(=O)[C@H](CC(=O)NCc2ccc(C)o2)[C@@]2(C(=O)OCC)CCCC=C12	-4	.	2	.	4	-9	6	-7	0.4	0
CCOC(=O)CCSCC(=O)Nc1cc(C)on1	-10	2	-5	9	-5	-6	1	-3	0.1	3
CCOC(=O)C1CCCN(S(=O)(=O)c2ccc(OC)c3ccccc23)C1 (configuration not stated)	7	-5	0	3	1	0	-3	2	-0.5	-1
C=CCNCCCOc1ccc(Cl)cc1C(C)(C)C	-8	-5	2	9	-6	0	-1	-3	-0.4	4
Cc1nc(N)c(C#N)c(-c2ccccc2)c1C	-3	-8	-3	1	-4	-4	1	-2	-0.2	-2
O=C(c1sccc1Cl)N1CCC(n2nnc3ncccc32)CC1	-1	.	7	.	8	1	-5	-1	-0.3	0
CSc1cccc(NC(=S)N2CCCN(Cc3cccc(Cl)c3)C2)c1	10	8	-3	13	0	-20	-5	1	-1.4	2
Cn1cc(/C=C(\NC(=O)c2ccccc2)C(=O)N2CCOCC2)c2ccccc21	-4	-15	0	-11	2	1	5	-6	0.5	-6
CN(C)Cc1ccccc1	5	1	1	-1	2	12	-8	0	-0.1	0
CC(C)(C)c1ccc(NC(=S)NCc2cccnc2)cc1	0	1	-2	-5	1	13	-1	-2	-0.5	1
O=C(NCSC1=NCCS1)c1ccccc1	-1	-5	1	0	6	-8	-1	-3	-0.3	3
Cc1oc(C(N)=O)cc1COc1ccc(C(N)=O)cc1	-7	-9	-1	-8	1	4	-3	-5	0.4	-2
CC(NC(=O)c1ccc(Br)o1)C1CCCO1 (configuration not stated)	2	7	4	7	1	13	-2	0	0.2	2
CCCC1CCc2c(sc(N)c2C(N)=O)C1 (configuration not stated)	-2	2	1	-6	3	8	9	-6	0.7	-44
COC(=O)c1cc(C(=O)NCc2ccc3c(c2)OCO3)cc([N+](=O)[O-])c1	-3	-20	-3	-2	5	6	6	-6	0.0	0
CCC1CCCCN1C(=O)/C=C/c1ccc2c(c1)OCO2 (configuration not stated)	-47	-6	-9	-1	6	-7	-4	-11	0.5	-6
O=C(NCCCc1ccccc1)c1cccc(S(=O)(=O)N2CCOCC2)c1	-2	6	-1	-4	-1	2	2	-6	0.7	2
COc1ccccc1N1CCN(/N=C/c2cc(OC)c(OC)c(OC)c2)CC1	5	-7	2	-8	-2	-6	-1	2	-0.1	1
CCOC(=O)CN1CC(C)(C)N(CC(=O)OCC)CC1(C)C	-6	16	0	5	4	-6	-6	-3	0.0	-1
COc1cc2c(cc1OC)C(C(=O)N1CCCC1)C(c1ccccc1F)N(C)C2=O (configuration not stated)	6	10	1	12	-1	-7	-6	-2	0.1	1
CC(Nc1nc(C(F)(F)F)nc2ccccc12)c1cccs1 (configuration not stated)	15	12	6	11	0	1	-5	5	-0.2	-5
CSc1nc2ccc(Cl)cc2[nH]1	-2	4	-1	0	2	11	-7	-2	0.4	4
Cc1ccc(-c2nc(C(Cl)Cl)c3ccccc3n2)cc1	-1	5	-1	-8	9	10	2	-5	-1.1	-1
Cc1cccc(N2CCN(C(=O)c3csc4ccccc34)CC2C)c1 (configuration not stated)	5	-7	2	-9	2	2	2	4	0.7	3
COc1ccc(C(CNC(=O)C(C)Oc2ccc(Br)cc2)N2CCCCC2)cc1 (configuration not stated)	-9	4	0	3	-4	7	12	1	0.1	-3
CCOC(=O)CNC(=O)CSc1nnc(NC(=O)c2ccc(C)cc2)s1	-2	9	1	4	2	-15	5	3	0.4	0
COc1ccc(/C=C/C(=O)OCC(=O)N2c3ccccc3CC2C)cc1OC (configuration not stated)	-10	5	0	2	7	0	0	-2	0.2	0
O=C(NCc1ccccc1)c1ccc2c(c1)C(=O)N(Cc1cccnc1)C2=O	-4	3	0	-11	3	6	-1	-1	0.5	1

The results go on.
SMILES	ADAM10 inh	ASAP1 GAP inh	LEDGF integ inh	ARFGAP1 inhibitor	DDE Tn6 FP inh	TDP2 absorb	DDE Tn7 FP inh	ADAM17 inh	proKLK7 act	PLC-gamma1 inh
Cc1ccc(C(=O)CSc2nc(N)cc(=O)[nH]2)cc1	1	-2	0	-2	-7	7	7	-2	-0.1	2
CCOc1ccccc1N1CC(C(=O)N2CCN(Cc3ccc(C#N)cc3)CC2)CC1=O (configuration not stated)	-4	-5	2	-2	-1	4	0	-4	0.6	-1
COC(=O)c1ccc(C(=O)OC)c(NC(=O)CN(C)Cc2cccc(Cl)c2Cl)c1	-11	9	3	-3	-4	3	-3	-1	-0.8	3
O=C(Nc1nnc(C2CC2)o1)c1ccc(S(=O)(=O)N2CCc3ccccc3C2)cc1	15	-2	4	-3	0	6	-3	5	-0.6	0
Cc1ccc(S(=O)(=O)n2nc(OC(=O)c3ccccc3F)cc2N)cc1	7	8	-2	8	6	20	7	0	0.2	-1

Shown with bars between the fields: part of the list above
smiles | ADAM10 inh | ASAP1 GAP inh | LEDGF integ inh | ARFGAP1 inhibitor | DDE Tn6 FP inh | TDP2 absorb | DDE Tn7 FP inh | ADAM17 inh | proKLK7 act | PLC-gamma1 inh
CNC(=O)C(=O)NCC(c1cccs1)S(=O)(=O)c1ccc(C)cc1 (configuration not stated) | -7 | 6 | 2 | 8 | -4 | -11 | 0 | -7 | 0.0 | 3
CN(C)Cc1ccccc1 | 5 | 1 | 1 | -1 | 2 | 12 | -8 | 0 | -0.1 | 0
CCOc1ccccc1N1CC(C(=O)N2CCN(Cc3ccc(C#N)cc3)CC2)CC1=O (configuration not stated) | -4 | -5 | 2 | -2 | -1 | 4 | 0 | -4 | 0.6 | -1
Cc1nc2ccc(NC(=O)c3ccc(F)cc3F)cc2c(=O)[nH]1 | -46 | . | 2 | . | -4 | 2 | -4 | -11 | 0.1 | -7

Screens deposited in PubChem by The Scripps Research Institute Molecular Screening Center.
